Source: PubChem BioAssay
TRPC4 PAM: TRPC4 (mouse) allosteric potentiation; Q9QUQ5; B-score at 10 µM; HEK293 TRPC4beta/mu-opioid, DAMGO EC20, Fluo-4 Ca2+ flux; stronger effect = higher value; 0.42% of 310,000 active;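 active = B-score of calcium response area above 5 SD of library B-scores, with initial fluorescence ratio within 5 SD of library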;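 note: B-score of integrated fluorescence ratio over time as area under calcium response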
TRPC4 inh: blocks the mouse TRPC4 cation channel; 0.39% of 300,000 active; B-score at 10 µM; Q9QUQ5; HEK293 TRPC4beta/mu-opioid, DAMGO-evoked Fluo4 calcium flux; stronger effect = lower value; AID 2247;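 active = B-score over 3 SD under the library average, no early fluorescence shift, positive overall ratio signal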
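Signal: kinetic Fluo4 fluorescence imaging of calcium influx. Material: stable TRPC4beta/mu-opioid receptor HEK293 cells. Probe or stimulus: DAMGO in two steps, submaximal then maximal.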
AI-2 QS modul: modulates the Vibrio harveyi AI-2 quorum sensing system. 0.4% of 300,000 active. Vibrio harveyi JMH597 AI-2 luminescence/OD600 ratio, 9 h; stronger effect = lower value; strain lacks LuxN and CqsS sensors; 0 = neutral-control median. activity change, % at 7.5 µM; in the data active = activity change below about -75%, passing the limit was not always enough;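 note: luminescence divided by OD600 gain over 9 h not by final OD600 alone; inactives centre near 13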
TRPC4 act: opens the mouse TRPC4 cation channel; HEK293 TRPC4beta/mu-opioid, Fluo4 calcium fluorescence; stronger effect = higher value; B-score at 10 µM; 0.49% of 310,000 active; AID 2237;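 active = B-score above 5 SD of library B-scores, and initial fluorescence ratio not above library mean plus 5 SD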;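 note: positive B-score marks a calcium rise read as TRPC4 activation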
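Material: HEK293 stable line with TRPC4beta plus mu-opioid receptor; technique: Fluo4 calcium-sensitive dye fluorescence, kinetic, 1 Hz baseline; timing: Fluo4 dye loading 45 min at room temperature, 110 s recording; controls: assay buffer as low control, maximal DAMGO as high control; read-out: integrated baseline-normalised fluorescence ratio, converted to per-well B score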
MrgX1 antagonist: antagonists of human MrgX1 receptor; Q96LB2; MRGX1-HEK293 calcium flux, Fluo-4, BAM8-22 antagonism; stronger effect = lower value; B-score at 10 µM; 1.3% of 310,000 active; AID 588676;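 active = calcium-response B-score plate-corrected more than 3 library SD below zero, starting fluorescence within 5 deviations, no agonist response on first addition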;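 note: peak minus trough fluorescence over baseline after final BAM8-22 challenge near maximal dose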
PolyA inh: blocks polyadenylation in yeast reporter cells | 0.02% of 300,000 active | S. cerevisiae SKY197-pL101 polyadenylation reporter, beta-gal luminescence; efflux-impaired pdr1/pdr3 knockout yeast; score 100 = 6 SD above DMSO | calls only at 12 µM | AID 1875;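 active = lowest replicate activity score at least 50, where 100 means six control SD above control mean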;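 note: yeast exposed to compound for 9 h at 30 °C; higher score means more reporter readthrough which indicates perturbed polyadenylation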
MrgX1 agonist: human MrgX1 receptor agonism, primary screen. MrgX1-HEK293 cells, Fluo-4 calcium fluorescence, agonist mode; stronger effect = higher value. B-score at 10 µM. 0.44% of 310,000 active. Q96LB2;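 active = calcium response B-score plate-corrected fluorescence ratio at least 3 library SD, with starting fluorescence B-score inside 5 SD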
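times = overnight plating, then 30 min 37 °C plus 30 min room-temperature dye loading | assay system = stable human MrgX1 HEK293 cell line | input = fifteen thousand cells per well | signal = kinetic calcium dye fluorescence, Fluo-4 NW | dosing = compound delivered in addition one of three | read-out = B-scored fluorescence response ratio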
HIF act: HIF pathway transcriptional activation; 0.32% of 300,000 active; activation, % at 7.5 µM (by protocol); U2OS HRE-luciferase reporter, luminescence; normalized: DMSO 0%, desferrioxamine 100%;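 active = mean activation of at least 10% of the iron chelator positive control signal, with at least half of replicates also reaching 10%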
TRPC6 inh: inhibitors of mouse TRPC6 channel | Q61143 | HEK293-TRPC6, membrane potential dye, ACh-evoked depolarization; stronger effect = lower value | B-score at 10 µM | 1.1% of 310,000 active | AID 2553;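 active = B-score under library mean minus 3 SD, initial fluorescence not abnormally high, positive integrated signal ratio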;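 note: B-score derived from integrated fluorescence ratio over the kinetic read; more negative B-score means stronger inhibition of depolarization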
Target sequence (Q61143 whole entry, looked up): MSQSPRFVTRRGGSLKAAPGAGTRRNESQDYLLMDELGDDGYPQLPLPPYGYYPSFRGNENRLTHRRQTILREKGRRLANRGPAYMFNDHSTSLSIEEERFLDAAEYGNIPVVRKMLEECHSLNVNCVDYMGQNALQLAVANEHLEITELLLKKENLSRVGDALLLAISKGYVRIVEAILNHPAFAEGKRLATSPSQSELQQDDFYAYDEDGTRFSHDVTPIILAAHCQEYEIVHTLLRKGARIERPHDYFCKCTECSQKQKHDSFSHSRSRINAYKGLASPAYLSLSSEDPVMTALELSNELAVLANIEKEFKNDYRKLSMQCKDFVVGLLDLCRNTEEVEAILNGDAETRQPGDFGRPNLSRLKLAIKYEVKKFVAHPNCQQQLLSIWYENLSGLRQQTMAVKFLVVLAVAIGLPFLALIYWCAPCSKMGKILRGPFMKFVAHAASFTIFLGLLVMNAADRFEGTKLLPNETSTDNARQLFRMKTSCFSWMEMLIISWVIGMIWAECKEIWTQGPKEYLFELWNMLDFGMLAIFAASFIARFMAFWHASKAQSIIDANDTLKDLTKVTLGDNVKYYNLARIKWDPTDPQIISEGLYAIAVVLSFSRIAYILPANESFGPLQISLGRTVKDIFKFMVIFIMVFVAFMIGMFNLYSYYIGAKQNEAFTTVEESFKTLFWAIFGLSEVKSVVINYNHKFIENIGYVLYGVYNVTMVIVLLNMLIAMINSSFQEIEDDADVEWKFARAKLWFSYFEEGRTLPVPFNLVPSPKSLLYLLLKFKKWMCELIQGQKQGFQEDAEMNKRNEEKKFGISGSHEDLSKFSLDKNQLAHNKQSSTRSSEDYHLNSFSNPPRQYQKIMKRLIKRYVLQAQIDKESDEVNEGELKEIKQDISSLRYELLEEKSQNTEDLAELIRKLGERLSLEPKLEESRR
MrgX1 allo act: allosterically activates human MrgX1 receptor signaling. Q96LB2. MrgX1-HEK293, Fluo-4 calcium flux, FDSS; stronger effect = higher value. B-score at 10 µM. 0.63% of 310,000 active. AID 588675;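 active = plate-corrected calcium response at least 3 library SD above typical, normal starting fluorescence, not activating the receptor alone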;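 note: compound read alongside a low EC10 to EC30 dose of BAM8-22 agonist; peak minus trough fluorescence over baseline measured at the second addition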
TRPC6 activator: activators of mouse TRPC6 channel. B-score at 10 µM. AID 2550. Q61143. 0.13% of 310,000 active. HEK293-TRPC6 membrane potential dye fluorescence; stronger effect = higher value;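 active = B-score of the integrated fluorescence ratio above library mean plus 3 SD, and starting fluorescence ratio within library mean plus 5 SD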;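 note: higher score means more depolarization so channel activation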
* = called active by the depositor; i = inactive; · = no result given. Not all compounds are listed; the hit share may differ from the screen's.

Letter code – A = TRPC4 PAM; B = TRPC4 inh; C = AI-2 QS modul; D = TRPC4 act; E = MrgX1 antagonist; F = PolyA inh; G = MrgX1 agonist; H = HIF act; I = TRPC6 inh; J = MrgX1 allo act; K = TRPC6 activator
CCOc1ccc(NS(=O)(=O)c2ccc(C(=O)NCCCN3CCOCC3)cc2)cc1
  A: i	B: i	C: -15.3	D: i	E: i	F: i	G: i	H: 0.2	I: i	J: i	K: i
Cc1cc(NC(=O)CCC(=O)N(CCC(C)C)C(C(=O)NC2CCCC2)c2ccccc2C)no1 (stereo not drawn)
  A: i	B: i	C: -3.3	D: i	E: i	F: i	G: i	H: -0.1	I: i	J: i	K: i
Cc1cccc(N(C)S(=O)(=O)c2ccc(-c3cnc(C4CC4)o3)cc2)c1
  A: i	B: i	C: 26.6	D: i	E: i	F: i	G: i	H: 0.8	I: i	J: i	K: i
O=C(NNS(=O)(=O)c1ccccc1[N+](=O)[O-])c1ccc(O)cc1
  A: i	B: i	C: 28.6	D: i	E: i	F: i	G: i	H: 0.6	I: i	J: i	K: i
CC(=O)c1c(C)nn(C(=O)N2CCOCC2)c1C
  A: i	B: i	C: 0.1	D: i	E: i	F: i	G: i	H: -0.3	I: i	J: i	K: i
COc1ccc(NC(=O)CCCCC#Cc2ccccc2)cc1
  A: i	B: i	C: 17.6	D: i	E: i	F: i	G: i	H: 0.2	I: i	J: i	K: i
O=c1c2c([N+](=O)[O-])cc([N+](=O)[O-])cc2sn1Cc1ccccc1
  A: i	B: i	C: 42.1	D: i	E: i	F: i	G: 36.7*	H: -2.1	I: i	J: i	K: i
FC(F)(F)COc1nc(OCC(F)(F)F)nc(N2CCN(c3ccccc3)CC2)n1
  A: i	B: i	C: 10.0	D: i	E: i	F: ·	G: i	H: ·	I: i	J: i	K: i
CC/C(=N\NC(=O)c1c(-c2ccccc2)noc1C)c1ccc(C)o1
  A: i	B: i	C: 20.0	D: i	E: i	F: i	G: i	H: -3.7	I: i	J: i	K: i
Clc1cccc(-c2cc3nc4c(c(N5CCOCC5)n3n2)CCCC4)c1
  A: i	B: i	C: 21.0	D: i	E: i	F: i	G: i	H: 2.4	I: i	J: i	K: i
Cc1[nH]c2ccccc2c1-c1nc(N)sc1C
  A: i	B: i	C: 15.9	D: i	E: i	F: i	G: 37.8*	H: -1.7	I: i	J: i	K: i
Cc1nc2ncnn2c(N2CCCC(C(=O)Nc3ccc4c(c3)CCC4)C2)c1C (stereo not drawn)
  A: i	B: i	C: 13.2	D: i	E: i	F: i	G: i	H: -0.6	I: i	J: i	K: i
O=C(Nc1cc2c3c(c1)CC(=O)N3CCC2)c1ccccc1Br
  A: i	B: i	C: -2.6	D: i	E: i	F: i	G: i	H: 1.2	I: i	J: i	K: i
COc1ccc(-c2nn(-c3ccccc3)cc2/C=N/NC(=O)c2ccc3c(c2)OCO3)cc1
  A: i	B: i	C: 20.9	D: i	E: i	F: i	G: i	H: 2.2	I: i	J: i	K: i
O=C(OCC(=O)N1CCCC1=O)c1ccc(F)c(S(=O)(=O)N2CCOCC2)c1
  A: i	B: i	C: 32.4	D: i	E: i	F: i	G: i	H: 0.1	I: i	J: i	K: i

Some of these compounds in order of number of heavy atoms, smallest number first.
Letter code – A = TRPC4 PAM; B = TRPC4 inh; C = AI-2 QS modul; D = TRPC4 act; E = MrgX1 antagonist; F = PolyA inh; G = MrgX1 agonist; H = HIF act; I = TRPC6 inh; J = MrgX1 allo act; K = TRPC6 activator
O=C(Nc1cc2c3c(c1)CC(=O)N3CCC2)c1ccccc1Br
  A: i	B: i	C: -2.6	D: i	E: i	F: i	G: i	H: 1.2	I: i	J: i	K: i
Clc1cccc(-c2cc3nc4c(c(N5CCOCC5)n3n2)CCCC4)c1
  A: i	B: i	C: 21.0	D: i	E: i	F: i	G: i	H: 2.4	I: i	J: i	K: i
FC(F)(F)COc1nc(OCC(F)(F)F)nc(N2CCN(c3ccccc3)CC2)n1
  A: i	B: i	C: 10.0	D: i	E: i	F: ·	G: i	H: ·	I: i	J: i	K: i

Reformatted with two lines to a compound: 2 of the compounds above.
Order of results: TRPC4 PAM | TRPC4 inh | AI-2 QS modul | TRPC4 act | MrgX1 antagonist | PolyA inh | MrgX1 agonist | HIF act | TRPC6 inh | MrgX1 allo act | TRPC6 activator
Cc1nc2ncnn2c(N2CCCC(C(=O)Nc3ccc4c(c3)CCC4)C2)c1C (stereo not drawn)
  i | i | 13.2 | i | i | i | i | -0.6 | i | i | i
O=C(Nc1cc2c3c(c1)CC(=O)N3CCC2)c1ccccc1Br
  i | i | -2.6 | i | i | i | i | 1.2 | i | i | i

Remaining list, next part:
Letter code – A = TRPC4 PAM; B = TRPC4 inh; C = AI-2 QS modul; D = TRPC4 act; E = MrgX1 antagonist; F = PolyA inh; G = MrgX1 agonist; H = HIF act; I = TRPC6 inh; J = MrgX1 allo act; K = TRPC6 activator
COc1ccc(Nc2oc(-c3ccc(F)cc3)nc2C#N)cc1
  A: i	B: i	C: 15.3	D: i	E: i	F: i	G: i	H: 4.2	I: i	J: i	K: i
O=C(NC1CCCCCC1)c1ccc(OCC2CCCO2)cc1 (stereo not drawn)
  A: i	B: i	C: 0.0	D: i	E: i	F: i	G: i	H: 1.0	I: i	J: i	K: i
CCOC(=O)C1CCN(S(=O)(=O)c2c(C(=O)N3CCCCC3)c(C)n(C)c2C)CC1
  A: i	B: i	C: 1.8	D: i	E: i	F: i	G: i	H: -0.4	I: i	J: i	K: i
CCn1c(SCC(=O)C(C)(C)C)nnc1-c1cnccn1
  A: i	B: i	C: 14.5	D: i	E: i	F: i	G: i	H: 0.0	I: i	J: i	K: i
COC(=O)c1scc2c(=O)cc(C(F)(F)F)[nH]c12
  A: i	B: i	C: -1.6	D: i	E: i	F: i	G: i	H: -0.3	I: i	J: i	K: i
Cc1ccc(S(=O)(=O)N2CCOCC2)cc1C(=O)NC1CCCC1
  A: i	B: i	C: 16.2	D: i	E: i	F: i	G: i	H: -0.4	I: i	J: i	K: i
COc1ccc(N2CCN(C(=O)Cn3cnc4c(cnn4-c4ccc(C)cc4)c3=O)CC2)cc1
  A: i	B: i	C: -8.5	D: i	E: i	F: i	G: i	H: -0.1	I: i	J: i	K: i
NC(=O)CSc1nccn1Cc1ccc2c(c1)OCO2
  A: i	B: i	C: 11.8	D: i	E: i	F: i	G: i	H: -0.6	I: i	J: i	K: i
Cc1cc(=O)oc2cc(OCC(=O)OCC(=O)Nc3ccccc3F)ccc12
  A: i	B: i	C: 5.8	D: i	E: i	F: i	G: i	H: -0.3	I: i	J: i	K: i

Full records from above:
COc1ccc(N2CCN(C(=O)Cn3cnc4c(cnn4-c4ccc(C)cc4)c3=O)CC2)cc1 in the list: TRPC4 PAM = i; TRPC4 inh = i; AI-2 QS modul = -8.5; TRPC4 act = i; MrgX1 antagonist = i; PolyA inh = i; MrgX1 agonist = i; HIF act = -0.1; TRPC6 inh = i; MrgX1 allo act = i; TRPC6 activator = i
NC(=O)CSc1nccn1Cc1ccc2c(c1)OCO2 in the list: TRPC4 PAM = i; TRPC4 inh = i; AI-2 QS modul = 11.8; TRPC4 act = i; MrgX1 antagonist = i; PolyA inh = i; MrgX1 agonist = i; HIF act = -0.6; TRPC6 inh = i; MrgX1 allo act = i; TRPC6 activator = i
